PLK1 PBD inh: qHTS for Inhibitors of PLK1-PDB (polo-like kinase 1 - polo-box domain): Primary Screen | Plk1 PBD binding of FITC phosphopeptide, fluorescence polarization | Potency, µM, for the others: max response, negative = inhibition, most hits filed as inhibitors | hit rate 2.8% among 360,000 | AID 720504, 2013; further: potency means the concentration at half of the fitted maximal effect; series mostly up to about 57 µM; on the % scale 0 is the no-effect control and ±100 the full control effect; nearly all actives have a fitted effect of over 65% in size
PI5P4Ka inh: qHTS for Inhibitors of phosphatidylinositol 5-phosphate 4-kinase (PI5P4K). Phosphatidylinositol 5-phosphate 4-kinase type-2 alpha (Homo sapiens), P48426. PI5P4Kalpha enzyme, ADP-Glo luminescence, 60 min; active compounds read low. max response, %. hit rate 1.2% among 330,000. AID 652105, 2013; active means max response of -50% or lower; inconclusive means between -30% and -50%; inactive means -30% or higher; further: value at the top dose of about 77 µM; on the % scale 0 is the no-effect control and ±100 the full control effect
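Compounds were pin-transferred onto PI5P4Kalpha and substrate in HEPES pH 7.4 buffer with EGTA, CHAPS and 5% DMSO. ATP (5 microM final) started the reaction, which ran 60 minutes at room temperature before ADP-Glo detection.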
WRN helicase inh: qHTS for Inhibitors of WRN Helicase; hit rate 0.46% among 360,000; WRN helicase unwinding, fluorescent forked duplex, kinetic; AID 651768, 2012; Potency, µM (series often up to 114 µM), for inactives: top-dose activity change, negative = inhibition, hits mostly inhibitors; further: potency means the concentration at half of the fitted maximal effect; on the % scale 0 is the no-effect control and ±100 the full control effect; nearly all actives have a fitted effect of over 55% in size
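Primary qHTS, 1536-well format. 20 nM WRN + compound, 15 min RT; start with 100 nM forked fluorophore/quencher duplex, 2 mM ATP (final); kinetic read ex 525/em 598 nm.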
EPAC1 ag: qHTS for Agonist of cAMP-regulated guanine nucleotide exchange factor 3 (EPAC1): primary screen; Rap guanine nucleotide exchange factor 3 (Homo sapiens), O95398; EPAC1 agonist qHTS, biochemical assay; response scale: 100% = response to 6.5 mM cAMP; Potency, µM (highest dose often 154 µM), without a hit: top-dose activation, hits mostly activators; hit rate 0.073% among 360,000; AID 720707, 2013; further: potency means the concentration at half of the fitted maximal effect; nearly all actives have a fitted effect of over 60% in size
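EPAC1 100 nM, Rap1B–BODIPY-GDP 250 nM, unlabeled GDP 50 uM; compound titration; 5 min RT; kinetic read ex480/em540 at 5-min intervals ×30 min; data normalized to 6.5 mM cAMP agonist control.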
CCT chaperon mod: High-Throughput Screening for Modulators of Cytosolic Chaperonin Activity; purified chaperonin ATPase assay, HTRF ADP detection, 30 min; activity change, % (no concentration beside the values), hits read low; hit rate 0.3% among 360,000; AID 651819, 2012; in the data active means activity change below about -30%; further: on the % scale 0 is the no-effect control and ±100 the full control effect
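Nucleotide hydrolysis assay: TRiC at 20–40 nM final (set by batch activity) with 10 uM ATP, 30 min at 37 °C, in presence of 76 uM compound. Detection by competitive ADP HTRF, 30 min ambient.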
EPAC1 antagonist: qHTS for Antagonist of cAMP-regulated guanine nucleotide exchange factor 3 (EPAC1): primary screen; Rap guanine nucleotide exchange factor 3 (Homo sapiens), O95398; EPAC1 GEF assay, Rap1b-BODIPY-GDP exchange fluorescence; Potency, µM (top dose mostly 115 µM), for the others: at the highest dose activity change, negative = inhibition, usual class: inhibitors; hit rate 0.14% among 360,000; AID 720709, 2013;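 further: potency means the concentration at half of the fitted maximal effect; plate controls were vehicle for no effect and positive control for full effect; nearly all actives have a fitted effect of over 50% in size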
IL2 activator: qHTS of IL-2 Activators. AID 652025, 2013. hit rate 0.065% among 360,000. activation, % (series mostly up to about 46 µM). IL-2 activation reporter assay, cell-based qHTS; stimulated with anti-CD3/CD4/CD28 beads; in transgenic mouse T cells; in the data active means activation above about 50%; inconclusive means mostly about 30% to 49%; further: 0% is about no effect
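Using fluorescent plate cytometry, EGFP and DsRed are detected in transgenic mouse T cells stimulated 18 h at 37 degrees C with antibody-coated beads after 60 min compound pretreatment.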
EPAC2 agonist: qHTS for Agonist of cAMP-regulated guanine nucleotide exchange factor 4 (EPAC2): primary screen. EPAC2 activation, biochemical qHTS; response scale: 100% = 6.5 mM cAMP response. Rap guanine nucleotide exchange factor 4 (Homo sapiens), Q8WZA2. Potency, µM (series often up to 154 µM), without a hit: at the highest dose activation, usual class: activators. hit rate 0.079% among 360,000; further: potency means the concentration at half of the fitted maximal effect; nearly all actives have a fitted effect of over 50% in size
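Fluorescence exchange assay: 100 nM EPAC2 with 250 nM RAP1B-BODIPY-GDP and 50 uM GDP; compounds tested as a concentration-titration series (qHTS). Loss of Rap1-bound BODIPY-GDP fluorescence read at 480/540 nm; data normalized to 6.5 mM cAMP.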
Active calls of the source: *; u = inconclusive; x = not tested or not shown; & = joins results of further samples; [ ] = dose if it differs, or a comment. Unless noted, the call rests on the fitted dose curve; in most records, active means well fitted curve in the direction sought with a large enough effect; inconclusive means small, poorly fitted or top-dose-only effect, or another doubt; inactive means no such curve, though single readings can be large; an effect the other way counts as inactive or inconclusive. These rows are one share of the data, so the mix of outcomes need not match the whole.

SMILES | PLK1 PBD inh | PI5P4Ka inh | WRN helicase inh | EPAC1 ag | CCT chaperon mod | EPAC1 antagonist | IL2 activator | EPAC2 agonist
COc1cc(OC)cc(C(=O)NCC(=O)OCC(=O)N2CC(C)CC(C)C2)c1 (stereo not drawn) | -3% | 2 | 10% | -12% | -2.1 | -9% | -1.5 | 1%
Clc1ccc(-c2cn3c(n2)-c2ccccc2C3)cc1Cl | -10% | 1 | 0% | 9% | -2.9 | -7% | -3.2 | 3%
O=C(NCc1ccccc1)c1cc2nc(C3CC3)cc(C(F)(F)F)n2n1 | 1% | x | 2% | -3% | 1.8 | 6% | 0.8 | 8%
Cc1cc(C)n2[nH]c(=O)c(N=Nc3ccc(S(N)(=O)=O)cc3)c2n1 | -12% | 3 | -12%[57.1 µM] | -10% | -0.7 | u | 1.2 | 15%
O=C(CN(Cc1ccccc1Cl)C(=O)c1csnn1)NCCc1ccccc1 | -10% | -6 | 4% | 11% | -4.4 | -14% | 3.0 | 19%
Cc1ccc2c(-c3ccc([N+](=O)[O-])cc3)cc(=O)[nH]c2c1 | -17% | -3 | -5% | 3% | -0.6 | -3% | 1.0 | -6%
COC(=O)CCNC(=O)c1nn(Cc2ccccc2)c(=O)c2ccccc12 | 2% | -6 | 2% | -12% | -1.3 | 5% | -0.2 | 1%
Cc1cc(OCC(=O)OCC(=O)NCC2CCCO2)ccc1Cl (stereo not drawn) | -2% | -1 | 1% | 0% | -1.6 | -3% | 1.3 | 4%
CN(Cc1ccccc1)S(=O)(=O)c1ccc(N2CCCC2=O)cc1 | -9% | 0 | -3% | 18% | -0.7 | 0% | 0.9 | 7%
Cc1ccc(Cn2nnc3c(=O)[nH]c(C4CCN(S(=O)(=O)c5ccc(F)cc5)CC4)nc32)cc1 | 0%&-7% | x | -3% | 11% | -3.6 | -15% | -0.9 | 7%
O=S(=O)(NCC1OCCc2ccccc21)c1ccc(S(=O)(=O)N2CCOCC2)cc1 (stereo not drawn) | -8% | x | -9% | 11% | -52* | -22% | 3.3 | 13%
Cc1cc(OCCCC(=O)Nc2cccc(-n3cnnn3)c2)ccc1Cl | -8% | 13 | -7% | 1% | 0.1 | -1% | -0.6 | 27%

Entries of single compounds from above. Order of screens: PLK1 PBD inh, PI5P4Ka inh, WRN helicase inh, EPAC1 ag, CCT chaperon mod, EPAC1 antagonist, IL2 activator, EPAC2 agonist
Listed for `O=C(NCc1ccccc1)c1cc2nc(C3CC3)cc(C(F)(F)F)n2n1` = 1%, x, 2%, -3%, 1.8, 6%, 0.8, 8%
Listed for `Cc1cc(C)n2[nH]c(=O)c(N=Nc3ccc(S(N)(=O)=O)cc3)c2n1` = -12%, 3, -12%[57.1 µM], -10%, -0.7, u, 1.2, 15%
Listed for `CN(Cc1ccccc1)S(=O)(=O)c1ccc(N2CCCC2=O)cc1` = -9%, 0, -3%, 18%, -0.7, 0%, 0.9, 7%
Listed for `O=S(=O)(NCC1OCCc2ccccc21)c1ccc(S(=O)(=O)N2CCOCC2)cc1` (stereo not drawn) = -8%, x, -9%, 11%, -52*, -22%, 3.3, 13%

The list goes on.
SMILES | PLK1 PBD inh | PI5P4Ka inh | WRN helicase inh | EPAC1 ag | CCT chaperon mod | EPAC1 antagonist | IL2 activator | EPAC2 agonist
COc1ccc(C(=O)CCC(=O)NCCc2c[nH]c3ccccc23)cc1 | -11% | -6 | 6% | 8% | -2.9 | -18% | -0.2 | 0%
Cc1cnc(NC(=O)C(C)N2C(=O)C3CC=CCC3C2=O)s1 (stereo not drawn) | -7% | 0 | -1% | 7% | -2.9 | -2% | -3.8 | 12%
CN(C(=O)c1cccc(NC(=O)Cc2ccc(NC(=O)C3CCCN(C(=O)C4CCC4)C3)cc2)c1)C1CC1 (stereo not drawn) | -10% | 2 | -11% | 1% | -2.9 | -9% | -0.1 | 4%
c1ccc(OCCCc2nc(-c3ccccn3)no2)cc1 | -10% | -4 | -3% | 7% | 2.1 | 10% | -0.1 | -1%
Cc1cc(C)c(C#N)c(OCC(=O)c2ccc(Br)cc2)n1 | -5% | x | -7% | 4% | 0.0 | -26% | 1.4 | 5%
CC(OC(=O)Cc1coc2cc3c(cc12)CCC3)C(=O)NC(N)=O (stereo not drawn) | -16% | 16 | -6% | -14% | -1.1 | u | -0.1 | -3%
O=C(CSc1ncccn1)N1CCN(C(c2ccccc2)c2ccccc2)CC1 | 0% | -8 | -1% | 9% | -0.3 | 10% | -0.7 | 9%
Cc1ccc(-c2n[nH]c(=S)n2/N=C/c2ccncc2)cc1 | u | 15 | -7%[57.1 µM] | 4% | -4.1 | -14% | -1.1 | 5%
C=CCOc1c(Cl)cc(CNc2ccc(N(C)C)cc2)cc1OC | -9% | x | -9% | -11% | -8.7 | 8% | -0.9 | -2%
Cc1ccc2nc(SC(C(=O)Nc3ccc(F)cc3)c3ccccc3)[nH]c2c1 (stereo not drawn) | -16% | 14 | -2% | -2% | 0.4 | -8% | -5.4 | 3%
COc1cc(CNc2ncc(-c3ccc(Br)cc3)n2C)cc(OC)c1O | -6% | -2 | 3% | 2% | -0.6 | -12% | 0.8 | 3%
COC(=O)CCC(=O)N1CCCC(CO)(Cc2ccccc2)C1 (stereo not drawn) | 21µM* | 0 | 6% | -2% | 1.0 | 3% | 0.5 | 0%
CCNc1nc(NCC)n2c(SCC(=O)Nc3ccc(CC)cc3)nnc2n1 | 6.7µM* | u | u | 1% | -1.8 | -3% | 0.3 | -1%
NC(=O)Cn1c(=O)oc2ccccc21 | -1% | -1 | 4% | -8% | -3.2 | 12% | -0.1 | 4%
CCN(CCCNC(=O)CCNC(=O)Cn1cnc2ccccc2c1=O)c1ccccc1 | -7% | 1 | 4% | -2% | 0.0 | 9% | 0.5 | -4%
COc1cc(-c2nnc(SCC3(c4ccc(Br)cc4)OCCO3)o2)cc(OC)c1OC | -13% | 3 | -8% | 12% | -0.7 | -14% | -0.8 | 14%
COc1ccc(C)cc1NC(=S)N1CCN(c2ccccn2)CC1 | -2% | -5 | -4% | -9% | -2.2 | -24% | 1.6 | 5%
CC(=O)N/C(=C/c1ccc(OS(=O)(=O)c2ccc(C)cc2)cc1)C(=O)NCCO | -4% | 7 | 3% | 8% | 0.3 | -10% | -0.4 | 0%
O=C(Cc1ccc(F)cc1)NC(Cc1c[nH]c2ccccc12)C(=O)O (stereo not drawn) | 0% | 3 | -10% | -2% | 0.2 | 2% | -3.1 | 0%
COc1ccc(C(=O)NCC(=O)OCC(=O)c2c(C)[nH]c3ccccc23)cc1OC | -21% | -7 | -2% | -16% | -2.3 | -16% | 0.0 | 11%
COCCCNc1ncnc2nc[nH]c12 | 0% | -1 | 2% | 10% | -5.1 | -3% | -1.1 | 4%
NC(=O)CC(NC(=O)Cc1cccc2ccccc12)c1ccc(NCCc2cccc(F)c2)c([N+](=O)[O-])c1 (stereo not drawn) | 5% | -4 | 6% | -16% | 0.4 | -16% | -0.5 | -3%
CCCCN(C(=O)Cn1nnc2ccccc21)C(C(=O)NCCOC)c1ccccc1 (stereo not drawn) | -13% | 2 | 7% | 0% | -2.3 | -5% | -1.0 | 5%
COc1ccccc1C(=O)NC(CCSC)C(=O)NCC(c1cccs1)N1CCOCC1 (stereo not drawn) | -7% | -1 | -8% | 2% | -0.5 | 11% | -2.1 | 9%
Cc1ccccc1C(=O)N1CCC(C(=O)NC2CCCCCC2)CC1 | -13% | 12 | 4% | 13% | 1.1 | 11% | -3.7 | 1%
COc1ccccc1-c1cc(C(=O)NCc2ccco2)no1 | -2% | x | -8% | 11% | 0.7 | -1% | 1.7 | -10%
CC(C)(C)C(=O)Nc1ccc(-c2csnn2)cc1 | 5% | -2 | 3% | 0% | -1.3 | 6% | 1.0 | -8%
Cc1cccc(C(=O)NC(=S)Nc2ccc3[nH]c(=O)[nH]c3c2)c1 | -11% | -6 | -25%[57.1 µM] | 2% | 1.4 | -1% | 0.4 | 3%
COc1ccc(CN2[C@@H](CC(C)=O)c3ccc(/C=C/C(C)=O)cc3S2(=O)=O)cc1 | -9% | 1 | -9% | -4% | -2.0 | 0% | -2.8 | 7%
CC12CCC(C(=O)NCCN3CCCCC3)(CC1=O)C2(C)C (stereo not drawn) | -7% | x | -1% | 5% | 0.0 | 0% | -2.2 | 9%
COc1cc(S(=O)(=O)N2CCOCC2)cc(C(=O)OCC(=O)NC2CCCCC2)c1OC | 8% | 0 | -4% | 11% | 0.7 | 9% | -0.8 | -3%
COc1ccc(N2CCN(C(CNC(=O)C(=O)NCC3CCCO3)c3ccco3)CC2)cc1 (stereo not drawn) | -10% | -3 | 6% | 2% | -2.6 | -24% | -1.8 | 13%
COC(=O)CSC1=C(C#N)C(c2ccccc2)CC(=O)N1 (stereo not drawn) | -8% | x | -15% | 7% | -1.5 | 2% | -0.8 | 2%
Cn1c(SCc2cccc([N+](=O)[O-])c2)nc2c(c1=O)SCC2 | -9% | 2 | -6% | 11% | 0.5 | -13% | -3.5 | 9%
N#CC[C@H](Cc1ccccc1)N1CCN(CCc2ccccc2)CCC1=O | -7% | 2 | 7% | -7% | -1.9 | 0% | 0.8 | 5%
N#CCCN(C(=O)COC(=O)c1ccc2c(c1)OCCO2)c1ccccc1 | -5% | 1 | -28% | 3% | -3.7 | 11% | -0.4 | 5%
O=C(NC(=S)Nc1ccc(N2CCCCC2)cc1)c1ccc2c(c1)OCCO2 | -1% | -1 | -17% | 7% | -0.2 | 8% | 0.7 | 7%
O=C(NC1CCCCCC1)C(=O)NC1CC1 | 3% | 0 | 0% | -1% | 2.5 | -16% | -1.7 | 0%
O=C(CCNS(=O)(=O)c1ccc(Br)cc1)NC1CCN(Cc2ccccc2)CC1 | -10% | 2 | -3% | -6% | -1.4 | 7% | 1.7 | 23%
O=C(N/N=C/c1coc2ccccc2c1=O)c1cccc([N+](=O)[O-])c1 | -16% | -12 | 4%[57.1 µM] | 0% | -3.5 | 5% | -0.8 | 9%
O=C1CSC(=Nc2ccc(Cl)cc2)N1Cc1cccnc1 | 5% | -3 | 5% | -1% | -0.5 | 10% | 1.7 | 0%

Bioassay records (PubChem)
